Compound activity deposited in PubChem by NCI.
Growth percent in the NCI-60 one-dose screen (48 h, 10 µM unless noted): 100 = growth as untreated, 0 = no growth, -100 = all killed.
NCI-H460: NCI-H460 lung cancer | AID 1794736 | hit rate 6.8% among 82,000
NCI-H322M: NCI-H322M lung cancer | hit rate 2.7% among 80,000
HCT-15: HCT-15 colon cancer. AID 1794746. hit rate 5.2% among 82,000
HCT-116: HCT-116 colon cancer. hit rate 7.3% among 82,000
HT29: HT29 colon cancer | hit rate 7.4% among 81,000 | AID 1794748
COLO 205: COLO 205 colon cancer | hit rate 7.3% among 79,000
NCI-H226: NCI-H226 lung cancer; hit rate 3.5% among 79,000
NCI-H522: NCI-H522 lung cancer. hit rate 8% among 78,000
NCI/ADR-RES: NCI/ADR-RES ovarian cells. AID 1794790. hit rate 4.4% among 81,000
* marks the source's active call; other numbers are inactive results; nt = no result given; & = joins results of further samples; ! = repeats disagree; [ ] = another dose, or the depositor's remark. How the source made its calls: active means growth percent below 10; inactive means the rest. An unsorted share of the library, and some 12% of all compounds hit somewhere here.

SMILES | NCI-H460 | NCI-H322M | HCT-15 | HCT-116 | HT29 | COLO 205 | NCI-H226 | NCI-H522 | NCI/ADR-RES
CCOc1ccc(N2C(=O)N(c3ccc(C)cc3)C(=O)C2=S)cc1 | 98 | 92 | 99 | 95 | 91 | 102 | 96 | 81 | 102
C=CCn1c(C)nc2ccc(Nc3nc(Cl)nc4ccccc34)cc21 | 97 | 106 | 102 | 95 | 97 | 115 | 82 | 94 | 89
CNS(=O)(=O)c1ccccc1 | 99 | 84 | 101 | 96 | 106 | 106 | 94 | 96 | 102
O=C(N=Nc1c(Cl)c(O)c2ccccc2c1O)c1ccncc1 | 104 | nt | 96 | 99 | 105 | 73 | 94 | 80 | 95
O=C1C=CC(=CC=C2C=CN(CCCCCCCCCCCO)C=C2)C=C1 | 18 | 92 | 90 | 23 | 22 | -43* | 60 | 18 | 104
CC(C)CCC[C@@H](C)[C@H]1CC[C@H]2[C@@H]3CC[C@H]4C/C(=N/O)CC[C@]4(C)[C@H]3CC[C@]12C | 106 | 103 | 111 | 109 | 105 | 108 | 92 | 104 | 111
COc1cc(C(=O)c2cc(C(=O)/C=C/c3ccccc3)c3c(C)cccn23)cc(OC)c1OC | 65 | 65 | 37 | 16 | 64 | 99 | 58 | 51 | 38
Nc1c(C(=O)c2ccccc2)sc2nc(-c3cccs3)cc(C(F)(F)F)c12 | 87 | 102 | 101 | 69 | 72 | 107 | 95 | 57 | 87
C=C(C)[C@H]1CC/C(C)=C/CC[C@]2(C)O[C@H]2CC/C(COC(C)=O)=C\C1=O | 116 | 87 | 109 | 95 | 115 | nt | 130 | 109 | 102
O=C(CN1CCN(c2ccc(Cl)cc2)CC1)N1CCN(c2nnc(-c3ccc(Cl)cc3)c(-c3ccc(Cl)cc3)n2)CC1 | 75 | 78 | 59 | 47 | 57 | 91 | 62 | nt | 73
CC(=O)N1N=C(c2cccc(OCCCCOc3cccc(C4=NN(C(C)=O)C(c5ccc(C)cc5)C4)c3)c2)CC1c1ccc(C)cc1 (stereo not drawn) | 70 | 92 | 77 | 48 | 89 | 86 | 72 | 58 | 85
CCCCCCCCCCCCCCCCCCSC1=CC(=O)c2ccccc2C1=O | 110 | 111 | 108 | 106 | 94 | 128 | 103 | 85 | 91
Clc1ccc2c(c1)C1CC2CCCN1Cc1ccccc1 (stereo not drawn) | 99 | nt | 96 | 93 | 89 | 105 | 105 | 76 | 101
C#CCC1(O)CCC2C3CCc4cc(OC)ccc4C3CCC21C (stereo not drawn) | 118 | 96 | 90 | 97 | 79 | 104 | 93 | 109 | 102
CCOC(=O)c1cccc(NC(=O)CN2CCOCC2)c1 | 106 | 88 | 99 | 76 | 73 | nt | 92 | 62 | 105
COc1cc(C2=NN(c3ccc(S(N)(=O)=O)cc3)C(c3cc(OC)c(OC)c(OC)c3)C2)cc(OC)c1OC (stereo not drawn) | 97 | 83 | 93 | 88 | 104 | 101 | 78 | 89 | 106
O=c1[nH]c(=S)[nH]cc1Cc1ccc(Cl)cc1 | 112 | 103 | 106 | 102 | 101 | 103 | 94 | 91 | 103
COc1ccc(/C(=C\c2cc(OC)c(OC)c(OC)c2)C(=O)N2CCN(c3ccccc3)CC2)cc1 | 105 | 98 | 100 | 95 | 95 | 105 | 98 | 78 | 88
O=C1OC(c2ccccc2)(c2ccc3cc(O)ccc3c2)c2ccccc21 (stereo not drawn) | 103 | 72 | 90 | 75 | 106 | 102 | 97 | 113 | 86
O=C(NOC[C@H](O)CO)c1ccc(F)c(F)c1Nc1ccc(I)cc1F | 54 | 12 | 53 | 11 | 7.2* | 0.3* | 50 | 45 | 59
COc1cc(/C=C/C(=O)Nc2ccc(C=C3c4ccccc4C(=O)c4ccccc43)cc2)cc(OC)c1OC | 86 | 99 | 69 | 49 | 73 | 105 | 78 | 46 | 58
Cc1ccc(/C=N/NC(=O)N2CCN(c3cc4c(cc3F)c(=O)c(C(=O)O)cn4C3CC3)CC2)cc1 | 101 | 92 | 99 | 95 | 105 | 109 | 103 | 86 | 104
Nc1nc(-c2ccccc2)nc2nonc12 | 106 | 118 | 95 | 108 | 110 | 102 | 109 | 97 | 116
O=C(Cc1ccc(Nc2ccnc(C(F)(F)F)c2)cc1)N/N=C/c1ccccc1O | 3.4* | 32 | 15 | 16 | 75 | 14 | 51 | 22 | 24
CCN(CC)c1ccc(C2=NN(C(C)=O)C(c3cc(OC)c(OC)c(OC)c3)C2)cc1 (stereo not drawn) | 13 | -3.8* | 13 | 7.0* | 8.9* | -4.4* | 9.3* | -46* | -24*
O=C(CCc1ccccc1)N1CCN(C(=O)CCc2ccccc2)CC1 | 114 | 95 | 108 | 100 | 101 | 102 | 99 | 98 | 108
CC1=NNC(=O)C1CCC(=O)N/N=C(\C)c1ccc2ccccc2c1 (stereo not drawn) | 108 | 122 | 107 | 93 | 116 | 167 | 100 | 96 | 94
Brc1ccc2c(-c3cncn3CCc3ccccc3)c[nH]c2c1 | 90 | 89 | 88 | 71 | 77 | 94 | 82 | nt | 88
O=c1sn(CCCl)c(=O)n1Cc1ccccc1 | 112 | 94 | 100 | 85 | 84 | 107 | 106 | 71 | 103
COc1ccc(N=Nc2c(N)nn3c(N)c(C#N)c(-c4ccc(Cl)cc4)nc23)cc1 | 40 | 73 | 37 | 52 | 81 | 112 | 81 | 58 | 59
O=[N+]([O-])c1c(Cl)cccc1-c1c[nH]cc1Cl | 102 | 88 | 95 | 98 | 110 | 100 | 91 | 82 | 108
O=C(O)CC1CCN(c2ccc3nnc(Cl)n3n2)CC1 | 108 | 96 | 99 | 103 | 101 | 107 | 99 | 96 | 99
CC1CCCN(CCCCCOc2ccc3oc4ccccc4c(=O)c3c2)C1 (stereo not drawn) | 76 | 77 | 26 | 53 | 8.9* | 36 | 104 | 67 | 73
COc1ccc(CNc2ccc3nc(CCC(C)C)[nH]c3c2)cc1 | 103 | 97 | 88 | 86 | 107 | 108 | 105 | 96 | 93
CN(C)CCOC1(Cc2ccc(Cl)cc2Cl)CCC(C(C)(C)C)CC1 (stereo not drawn) | -61* | 76&70 | -80* | -81*! | -59* | -88* | 34&53 | 9.5*! | 44&27
COc1ccc(-c2nn(-c3ccc(Cl)cc3)cc2C2Nc3ccccc3S2)cc1 (stereo not drawn) | 93 | 94 | 92 | 71 | 101 | 98 | 103 | 76 | 96
CCC(=O)Oc1cc(C(C)C)ccc1C | 99 | 102 | 104 | 110 | 101 | 108 | 94 | 91 | 103
Cc1ccc(N(C)C)cc1 | 106 | 99 | 100 | 100 | 103 | 110 | 90 | 90 | 100
Oc1ccc2c(c1)c1ccccc1c1ncccc21 | 88 | 82 | 84 | 82 | 98 | 104 | 93 | 72 | 96
CC(NC(=O)OCc1ccccc1)C(=O)Oc1cc(Cl)c(Cl)cc1Cl (stereo not drawn) | 103 | 100 | 104 | 100 | 102 | 109 | 104 | 88 | 110
CC(C)c1cccc(C(C)C)c1NC(=O)OCCN(C)C | 112 | 106 | 106 | 101 | 102 | 122 | 117 | 86 | 114
CCOC(=O)CCNc1nc(N)nc(N(C)c2ccccc2)c1C=O | 109 | 94 | 106 | 106 | 107 | 111 | 109 | 104 | 113
C=CC(=O)N(CCN1CCN(C)CC1)c1nc(-c2cccc(N(C(=O)C=C)S(=O)(=O)c3ccc(CCCCC)cc3)c2)cs1 | 106 | 96 | 68 | 79 | 88 | 104 | 95 | 74 | 107
COc1ccccc1N1CCN(CCCOc2ccc(OCCCN3CCN(c4ccccc4OC)CC3)c(C(=O)c3cc(OC)c(OC)c(OC)c3)c2)CC1 | 115 | 96 | 140 | 111 | 101 | 99 | 111 | 106 | 105
CCC(CC)COC(=O)c1nn(C(C)=O)c2cc(F)c(F)cc12 | 103 | 95 | 78 | 85 | 85 | 100 | 106 | 70 | 98
C=C1C(=O)C2CCN1CC2 | 104 | 99 | 105 | 56 | 90 | 102 | 101 | -54* | 104
COc1ccc2[nH]cc(-c3nc(N)nnc3-c3cn(C)c4ccc(Br)cc34)c2c1 | 15 | 54 | 22 | 18 | 2.4* | 20 | 35 | 7.4* | 64
Cc1nc(Cl)c(C)c(Cl)n1 | 106 | 93 | 103 | 86 | 94 | nt | 105 | 72 | 104
NC(=S)c1ccc(Br)cc1 | nt | 100 | 96 | 109 | 117 | 108 | 99 | 92 | 107
NS(=O)(=O)c1ccc(N/C=C/C(=O)c2cc3ccccc3oc2=O)cc1 | 97 | 93 | 94 | 97 | 108 | 102 | 87 | 96 | 98

(next part)
SMILES | NCI-H460 | NCI-H322M | HCT-15 | HCT-116 | HT29 | COLO 205 | NCI-H226 | NCI-H522 | NCI/ADR-RES
O=S(=O)(Oc1ccc(-c2ccccc2)cc1)c1ccccc1 | 100&108 | 130&111 | 91&97 | 96&99 | 89&111 | 132&112 | 104&100 | 96&92 | 91&108
O=C(CN1CCOCC1)N1CCOCC1 | 114&111 | 110&92 | 98&111 | 107&104 | 91 | 105&115 | 113&105 | 101&75 | 114&107
COc1ccccc1N=Nc1cc(S(=O)(=O)O)c2ccccc2c1O | 107 | 101 | 117 | 110 | 106 | 104 | 103 | 111 | 103
Nc1nc2ncc(CCNc3ccc(C(=O)NC(CCC(=O)O)C(=O)O)cc3)nc2c(=O)[nH]1 (stereo not drawn) | 108 | 122 | 98 | 107 | 109 | 118 | 102 | 28 | -2.1*
CCC1(CC)C(=O)N(c2ccccc2)C(=N)N(c2ccccc2)C1=O | 112 | 122 | 115 | 107 | 104 | 111 | 101 | 96 | 105
C=CCCC(=O)N1C=CC(=O)[C@H](O)[C@@H]1/C=C/c1ccccc1 | 15[100 µM] | 59[100 µM] | 37[100 µM] | 18[100 µM] | 39[100 µM] | 34[100 µM] | 27[100 µM] | 74[100 µM] | 20[100 µM]
CC(=O)c1cc(C(=O)c2ccc3c(c2)Sc2ccccc2N3)n2ccccc12 | 3.0* | 25 | 18 | 0.7* | -13* | -55* | 32 | -29* | 22
COC(=O)/C=C1\SC(=Nc2ccc(C(F)(F)F)cc2)N(CCc2c[nH]c3ccccc23)C1=O | -47* | -11* | -71* | -63* | -34* | -63* | -63* | -65* | -13*
COc1ccc(OCC(O)CN2CCN(c3ccc(Cl)cc3)CC2)cc1 (stereo not drawn) | 93 | 90 | 105 | 92 | 98 | 96 | 86 | 74 | 185
O=C(CCl)Oc1ccc2ccccc2c1 | 104 | 106 | 113 | 101 | 112 | 101 | 90 | 100 | 99

Random excerpt: 6 compounds from above
SMILES | NCI-H460 | NCI-H322M | HCT-15 | HCT-116 | HT29 | COLO 205 | NCI-H226 | NCI-H522 | NCI/ADR-RES
O=C(CN1CCOCC1)N1CCOCC1 | 114&111 | 110&92 | 98&111 | 107&104 | 91 | 105&115 | 113&105 | 101&75 | 114&107
C=CCCC(=O)N1C=CC(=O)[C@H](O)[C@@H]1/C=C/c1ccccc1 | 15[100 µM] | 59[100 µM] | 37[100 µM] | 18[100 µM] | 39[100 µM] | 34[100 µM] | 27[100 µM] | 74[100 µM] | 20[100 µM]
COc1ccccc1N=Nc1cc(S(=O)(=O)O)c2ccccc2c1O | 107 | 101 | 117 | 110 | 106 | 104 | 103 | 111 | 103
CCC1(CC)C(=O)N(c2ccccc2)C(=N)N(c2ccccc2)C1=O | 112 | 122 | 115 | 107 | 104 | 111 | 101 | 96 | 105
O=S(=O)(Oc1ccc(-c2ccccc2)cc1)c1ccccc1 | 100&108 | 130&111 | 91&97 | 96&99 | 89&111 | 132&112 | 104&100 | 96&92 | 91&108
COc1ccc(OCC(O)CN2CCN(c3ccc(Cl)cc3)CC2)cc1 (stereo not drawn) | 93 | 90 | 105 | 92 | 98 | 96 | 86 | 74 | 185

The list continues:
SMILES | NCI-H460 | NCI-H322M | HCT-15 | HCT-116 | HT29 | COLO 205 | NCI-H226 | NCI-H522 | NCI/ADR-RES
CCOC(=O)SC(=S)OCC | 110 | 101 | 104 | 99 | 113 | 114 | 123 | 102 | 99
c1ccc(-c2ccc(C(c3ccccc3)n3ccnc3)cc2)cc1 (stereo not drawn) | 83 | 98 | 65 | 47 | 60 | 90 | 80 | 52 | 52
CC(/C=C/c1ccccc1)=N/NC(=O)c1ccncc1 | 102 | 100 | 100 | 93 | 108 | 119 | 104 | 93 | 107
Cc1nn(-c2nc3ccccc3[nH]2)c2c1C(c1ccc(OCc3ccc(F)cc3)cc1)CC(=O)N2 (stereo not drawn) | 48 | 70 | 41 | 73 | 70 | 103 | 74 | 31 | 66
CCN(CC)CC(O)c1ccc2ccccc2c1 (stereo not drawn) | 106 | 100 | 99 | 111 | 108 | 109 | 107 | 104 | 102
O=C(O)c1cccc(NC(=O)c2ccc(-c3cccc([N+](=O)[O-])c3)o2)c1 | 101 | 98 | 105 | 97 | 109 | 114 | 110 | 96 | 97
CS(=O)(=O)c1ccc(-c2cc3c(Nc4ccc(F)c(Cl)c4)ncnn3c2)cc1 | 99 | 95 | 92 | 102 | 101 | 114 | 94 | 91 | 100
Cc1ccc(Nc2cc(N)ncn2)cc1 | 111 | 103 | 93 | 108 | 107 | 113 | 116 | 104 | 94
Nc1nc(O)cc(=O)[nH]1 | 106 | 104 | 101 | 90 | 97 | 110 | 98 | 85 | 110
Cc1ccc(-c2nc(N3CCNCC3)c3oc(-c4ccc(C)cc4)nc3n2)cc1 | -68* | 48 | -88* | -39* | -95* | -81* | 98 | 76 | -29*
CC(C)c1cc(CN2C(C)COCC2C)cc(C(C)C)c1O (stereo not drawn) | 115 | 102 | 101 | 91 | 94 | 101 | 111 | 80 | 105
CN(C)c1ccc2nc3ccc(N)cc3[n+](-c3ccccc3)c2c1 | 9.6* | 40&66 | 19&91 | 5.9* | 24&32 | -13* | 72&55 | 14 | 26&92
CC(C)Sc1nc(Nc2ccc([N+](=O)[O-])cc2)c(C#N)c(-c2ccccc2)n1 | 97 | 86 | 83 | 92 | 99 | 103 | 97 | 89 | 91
